VP16 counter: VP16 counterscreen qHTS for inhibitors of ROR gamma transcriptional activity | Potency, µM (titrated, usually from 53.6 µM), inactives show at the top dose activity, negative = inhibition, usual class: inhibitors | AID 2546, 2010 | Drosophila S2 Gal4-VP16 UAS-luciferase, luminescence, 20 h | 3.5% of 310,000 active;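 note: Gal4-VP16 expression switched on by copper sulfate through the metallothionein promoter; potency is the fitted concentration of half-maximal effect; % is set by controls: 0 for no effect and ±100 for the full control effect; nearly all actives have a fitted effect of over 50% in size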
TRPV1 ag: HTS Assay for Compounds that Act as Agonists of the Vanilloid Receptor 1. activation, % at 8.33 µM. AID 540275, 2011. Transient receptor potential cation channel subfamily V member 1 (Homo sapiens), Q8NER1. TRPV1-expressing cells, Fluo-8 calcium influx, agonist mode. 0.19% of 320,000 active; in the data active = activation above about 80%; inconclusive = between about 30% and that limit; note: 0% is about no effect
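Cells expressing TRPV1 were dye-loaded with Fluo-8 and read kinetically: 10 s baseline, 3 min after compound (agonist portion), then 2 min after EC20 capsaicin (allosteric enhancer portion). Calcium-bound dye fluorescence at 480/520 nm.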
NPC1 prom act: qHTS Assay for NPC1 Promoter Activators; Huh7 NPC1 promoter luciferase reporter, 24 h; Potency, µM (top dose mostly 9.22 µM), for the others: top-dose activation, hits mostly activators; 2.4% of 320,000 active; AID 485313, 2010;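 note: potency is the fitted concentration of half-maximal effect; % of control where 0% means no effect; nearly all actives have a fitted effect of over 60% in size; reporter is driven by a mutant NPC1 promoter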
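Stable NPC1-promoter luciferase Huh7 line; cpd (DMSO) 24 h, 37 °C, 5% CO2; Amplite luciferase reagent 10 min RT; luminescence readout. qHTS format.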
FLuc counter: qHTS profiling assay for firefly luciferase inhibitor/activator using purifed enzyme and Km concentrations of substrates (counterscreen for miR-21 project); AID 588342, 2011; 6.9% of 360,000 active; Luciferin 4-monooxygenase (Photinus pyralis), P08659; purified FLuc, Km substrates, luminescence inhibition; Potency, µM (titrated, usually from 57.5 µM), without a hit: top-dose activity change, negative = inhibition, actives largely listed as inhibitors;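 note: potency is the fitted concentration of half-maximal effect; plate controls were vehicle for no effect and reference inhibitor for full effect; nearly all actives have a fitted effect of over 55% in size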
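Purified P. pyralis luciferase (10nM final) with 10uM D-luciferin and 10uM ATP (Km levels) in 50mM Tris acetate pH 7.5, 10mM Mg acetate, 0.01% Tween-20, 0.05% BSA; qHTS 6-point titration, ~60 µM downward; luminescence read.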
ELG1 repair inh: qHTS screen for small molecules that inhibit ELG1-dependent DNA repair in human embryonic kidney (HEK293T) cells expressing luciferase-tagged ELG1 | HEK293T ELG1-luciferase reporter, luminescence, 16 h; DNA damage induced by 5-fluorouridine | Potency, µM (doses to about 46.1 µM), for inactives: top-dose activity change, negative = inhibition, hits mostly inhibitors | 2.3% of 330,000 active | AID 504467, 2011; note: potency is the fitted concentration of half-maximal effect; % is set by controls: 0 for no effect and ±100 for the full control effect; nearly all actives have a fitted effect of over 55% in size
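In this reporter screen, reduction of luminescence relative to DMSO vehicle indicated activity. Compounds and 5-fluorouridine were added together to 2,000 cells per well, incubated for 16 hr at 37 °C, then developed with ONE-Glo.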
p53 reactivator: qHTS assay for re-activators of p53 using a Luc reporter | H1299 p53-A138V BP100-luciferase reporter, luminescence, 24 h | Potency, µM (doses to about 92.2 µM), without a hit: at the highest dose activity change, positive = activation, actives largely listed as activators | 0.063% of 320,000 active | AID 504706, 2011; note: potency is the fitted concentration of half-maximal effect; % of control where 0% means no effect; nearly all actives have a fitted effect of over 45% in size
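p53-null H1299 cells stably carrying temperature-sensitive p53-A138V and a BP100-luciferase reporter were pinned with compounds (4-point, 1:5 series) and held 24 hrs at 37 deg C. Luminescence was read 10 min after detection reagent.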
Rab9 promoter act: qHTS Assay for Rab9 Promoter Activators; Huh7 Rab9 promoter-luciferase reporter, luminescence, 24 h; 2.8% of 320,000 active; Potency, µM (top dose mostly 9.22 µM), inactives show top-dose activation, negative = inhibition, hits mostly activators; note: potency is the fitted concentration of half-maximal effect; % of control where 0% means no effect; nearly all actives have a fitted effect of over 60% in size
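Huh7 cells stably carrying a Rab9 promoter-luciferase reporter, 1500 cells per well in OP-MEM I with 10% FBS, treated with compound 24 hours at 37C. Luciferase activity read by luminescence after 10 minutes with Amplite reagent.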
ELG1 genotoxic: qHTS screen for small molecules that induce genotoxicity in human embryonic kidney (HEK293T) cells expressing luciferase-tagged ELG1 | HEK293T ELG1-luciferase reporter, luminescence, 16 h | Potency, µM (top dose mostly 46 µM), without a hit: top-dose activity change, positive = activation, hits mostly activators | 1.3% of 330,000 active | AID 504466, 2011; note: potency is the fitted concentration of half-maximal effect; % of control where 0% means no effect; nearly all actives have a fitted effect of over 60% in size
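HEK293T cells expressing luciferase-tagged ELG1 were treated with compound or DMSO for 16 hr at 37°C. Luciferase activity was then read after 30 min with ONE-Glo at room temperature; rising signal flags genetic stress.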
Tb PFK block: qHTS Assay to Find Inhibitors of T. brucei phosphofructokinase | T. brucei PFK, ADP-Glo luminescence | Potency, µM (titrated, usually from 57.5 µM), for inactives: at the top dose activity, negative = inhibition, usual class: inhibitors | 0.17% of 330,000 active | AID 485367, 2010;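 note: potency is the fitted concentration of half-maximal effect; 0% = uninhibited 1x PFK enzyme wells and -100% = no-enzyme wells; nearly all actives have a fitted effect of over 60% in size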
Target sequence (O15648 whole entry, looked up): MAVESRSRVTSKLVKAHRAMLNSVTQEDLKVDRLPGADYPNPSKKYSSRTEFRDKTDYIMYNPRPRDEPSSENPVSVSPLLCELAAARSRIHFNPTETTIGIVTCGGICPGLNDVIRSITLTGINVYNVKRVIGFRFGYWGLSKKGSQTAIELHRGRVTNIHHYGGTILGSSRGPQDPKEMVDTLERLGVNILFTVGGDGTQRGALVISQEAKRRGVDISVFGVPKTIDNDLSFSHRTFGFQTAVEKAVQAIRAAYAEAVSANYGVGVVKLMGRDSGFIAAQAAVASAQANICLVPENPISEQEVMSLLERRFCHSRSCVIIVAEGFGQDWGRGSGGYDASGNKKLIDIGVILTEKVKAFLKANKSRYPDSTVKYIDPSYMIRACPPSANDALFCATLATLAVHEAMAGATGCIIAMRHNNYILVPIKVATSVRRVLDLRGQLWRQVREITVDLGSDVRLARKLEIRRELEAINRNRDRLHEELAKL
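Activity is normalized to no-enzyme wells (full inhibition) and 1.25 nM enzyme wells (no inhibition). Reaction: 0.5 mM F6P, 0.1 mM ATP, 45 min RT, ADP-Glo luminescence; concentration-response curves fitted and classed by quality.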
BRCA1 expr up: qHTS Assay to Identify Small Molecule Activators of BRCA1 Expression; MCF7-BRCA1-FFLuc reporter, luminescence, 48 h; response scale: scaled: vehicle 0%, 10 µM genistein 100%; Potency, µM (top dose mostly 46.1 µM), inactives show at the highest dose activation, usual class: activators; 1.1% of 380,000 active; AID 624202, 2012; note: potency is the fitted concentration of half-maximal effect; nearly all actives have a fitted effect of over 80% in size; some results filed as inactive show a strong effect at the top dose
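Quantitative HTS in MCF7 cells stably reporting BRCA1 expression via firefly luciferase. Compound treatment lasts 48 h at 37 °C in phenol-red free MEM. Activation is expressed relative to genistein at 10 microM and DMSO.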
RORgamma inh: qHTS for inhibitors of ROR gamma transcriptional activity | 5.4% of 310,000 active | Drosophila S2 Gal4-RORgamma UAS-luciferase reporter, 20 h | Potency, µM (top dose mostly 53.6 µM), for the others: top-dose activity change, negative = inhibition, hits mostly inhibitors; note: potency is the fitted concentration of half-maximal effect; % is set by controls: 0 for no effect and ±100 for the full control effect; nearly all actives have a fitted effect of over 60% in size
Target sequence (P51450 whole entry, looked up, the tested form may be a part): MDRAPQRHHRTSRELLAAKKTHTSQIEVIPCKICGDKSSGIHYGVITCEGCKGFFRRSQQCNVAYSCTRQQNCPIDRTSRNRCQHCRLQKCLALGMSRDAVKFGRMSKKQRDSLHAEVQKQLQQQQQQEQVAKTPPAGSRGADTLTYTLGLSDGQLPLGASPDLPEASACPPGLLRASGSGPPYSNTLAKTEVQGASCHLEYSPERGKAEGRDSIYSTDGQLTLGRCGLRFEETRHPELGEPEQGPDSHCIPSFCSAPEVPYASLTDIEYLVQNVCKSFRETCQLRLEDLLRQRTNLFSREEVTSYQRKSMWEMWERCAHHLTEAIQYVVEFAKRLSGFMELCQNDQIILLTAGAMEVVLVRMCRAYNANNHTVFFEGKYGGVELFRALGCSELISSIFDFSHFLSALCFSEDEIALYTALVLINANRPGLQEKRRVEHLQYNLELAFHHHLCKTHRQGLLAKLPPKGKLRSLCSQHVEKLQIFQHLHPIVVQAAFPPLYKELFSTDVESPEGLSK
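Using a luciferase readout, inhibitors were identified by reduced reporter activity in Drosophila cells coexpressing a copper-inducible Gal4–ROR gamma fusion and UAS-driven Photinus luciferase, incubated 20 hr after 700 uM copper sulfate.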
Active calls of the source: *; ? = inconclusive; / = no result given; & = joins results of further samples; [ ] = dose if it differs, or a comment. Unless noted, calls come from the whole dose curve; as a rule, active = well fitted curve in the direction sought with a large enough effect; inconclusive = small, poorly fitted or top-dose-only effect, or another doubt; inactive = no such curve, though single readings can be large; an effect the other way counts as inactive or inconclusive.

cpd | SMILES | BRCA1 expr up | TRPV1 ag | ELG1 genotoxic | p53 reactivator | NPC1 prom act | FLuc counter | RORgamma inh | ELG1 repair inh | Tb PFK block | Rab9 promoter act | VP16 counter
1 | CC(=O)c1c(CSc2ccccc2)oc2ccc(O)c(CN(C)C)c12 | -29.2% | -1.1 | -4.6% | 3.7% | -7.0% | -1.1% | 2.6% | -5.5% | -8.6% | -5.5% | -4.7%
2 | Cc1ccc(Cn2nnc3c(=O)n(CC(=O)N4CCN(c5ccccc5)CC4)cnc32)cc1 | -23.9% | 3.7 | -9.0% | -8.6% | 2.3% | 1.9% | 0.6% | 14.6µM* | -13.4% | -2.1% | -13.5%
3 | COCCCNCCCCOc1ccc(Br)cc1C | -66.9%[inhibitor] | 4.6 | 2.5% | -6.8% | -1.5% | 1.9% | -34.6% | 9.2% | -1.9% | -16.1% | 7.7%
4 | C/C(=N\NC(=O)Cn1nc(C)c([N+](=O)[O-])c1C)c1ccco1 | 0.0% | -2.0 | 0.2% | -0.4% | -7.8% | 0.0% | 6.2% | ? | -0.8% | -4.1% | -17.4%
5 | N#CC1(NC(=O)CN2C(=O)c3ccc([N+](=O)[O-])cc3C2=O)CCCCC1 | 2.3% | -3.1 | 2.1% | 5.3% | -8.1% | -1.2% | / | ? | -7.1% | 1.1% | /
6 | CS(=O)(=O)c1ccccc1-c1nnc(NC(=O)c2cccc(N3C(=O)CCC3=O)c2)o1 | 2.8% | -1.4 | 1.2% | -2.0% | -1.6% | 0.3% | / | 27.3% | -5.4% | -1.9% | /
7 | Cc1ccc(N(CC(=O)NCC2CCCO2)C(=O)CCC(=O)Nc2cc(C)on2)cc1 (centres undefined) | -6.6% | -1.1 | 12.0% | 1.2% | -3.9% | 2.4% | 3.9% | 15.6% | -8.5% | 4.8% | 1.2%
8 | COc1ccccc1C(=O)NCC(=O)NC(C)c1ccc(-n2ccnc2)cc1 (centres undefined) | 0.1% | -10.7 | 7.9% | 1.4% | 1.4% | 0.4% | -3.1% | -12.8% | -0.9% | 4.2% | -10.9%
9 | CCc1ccc(-c2cc(C(=O)Nc3ccc(S(=O)(=O)NC(C)=O)cc3)c3ccccc3n2)cc1 | 73.1% | 0.4 | 9.4% | 7.5% | ? | 0.536µM* | 36.2% | ? | ? | 27.6% | ?
10 | O=C(CN1C(=O)c2ccccc2S1(=O)=O)NCCSc1ccccc1 | 27.2% | -0.8 | 9.4% | 2.9% | 16.4% | -2.3% | 20.6% | -4.4% | 2.8% | 1.5% | 14.3%
11 | COc1c([N+](=O)[O-])cc(C(=O)NNC(=O)c2ccc(C)cc2)cc1[N+](=O)[O-] | -23.3% | 3.1 | -1.4% | / | -3.2% | 3.4% | -0.1% | -1.8% | -19.0% | -4.9% | -0.5%
12 | CC(C)=CCC/C(C)=C/COc1ccc2ccc(=O)oc2c1 | 1.6% | -2.8 | 1.1% | -0.3% | 2.3% | ? | 28.5%&16.6%&11.5%&21.3% | 4.5% | 1.7% | -1.4% | ?
13 | CC1(C)C(=O)Nc2ccccc2N1C(=O)COC(=O)Cc1ccccc1F | -14.7% | / | 0.2% | -1.8% | / | / | / | 15.6% | -10.8% | / | /
14 | CCOC(=O)C1(C)NC(c2cc(OC)c(OC)c(OC)c2)C2C(=O)N(CC)C(=O)C21 (centres undefined) | 1.0% | 2.5 | -0.4% | -1.1% | -0.7% | 0.1% | -15.5% | 2.0% | 0.5% | -2.6% | 3.9%
15 | CCN(CC)C(=O)c1[nH]cnc1C(=O)N[C@@H](CCCCNC(=O)OC(C)(C)C)C(=O)OC(C)(C)C | 0.0% | 2.4 | -3.7% | -3.0% | -4.3% | -1.3% | -25.7% | -1.1% | -1.6% | 0.4% | 4.2%
16 | O=C(Nc1ccccc1)c1ccc(Br)c(S(=O)(=O)Nc2ccccn2)c1 | 6.4% | 0.3 | 8.7% | -3.7% | 6.7% | 3.9% | -28.1% | 11.1% | 2.2% | 15.2% | -0.2%
17 | COCCn1c(SC(C)C(=O)Nc2ncc(Cl)cc2Cl)nc2ccccc21 (centres undefined) | -14.7% | 8.3 | -10.6% | -5.0% | -1.1% | -1.0% | -36.0% | 27.7% | -2.2% | -3.1% | 3.4%
18 | COc1cccc(Nc2nc(-c3sc(NC(=O)c4ccco4)nc3C)cs2)c1 | -40.0% | 0.5 | -8.4% | 11.4% | -6.2% | 23.9µM* | 6.0% | ? | 1.6% | -5.8% | -1.3%
19 | Cc1ccc(OCCC(=O)Nc2ccc3c(c2)OCCCO3)cc1 | 19.2% | -0.5 | 2.1% | ? | 2.2% | ? | / | ? | 0.8% | 12.2% | /
20 | C=C(Cl)COc1ccc2c(CCCC)cc(=O)oc2c1 | 46.6% | ? | 3.7% | 4.3% | -2.4% | ? | 12.0% | 15.0% | -7.3% | -1.1% | 12.6%
21 | Cc1cc(=O)oc2cc(OCC(=O)N3CCN(C(=O)c4ccco4)CC3)ccc12 | -7.9% | 6.0 | 1.8% | -0.9% | -0.2% | -1.4% | 1.3% | 11.8% | 4.2% | 1.7% | 3.8%
22 | COc1ccc(C2(c3ccc(OC)cc3)NC(=O)N(CC(=O)Nc3ccc(N4CCOCC4)cc3)C2=O)cc1 | -8.8% | -2.1 | -6.0% | -12.4% | -3.9% | -13.6% | / | ? | -3.8% | -1.0% | /
23 | CCc1nnc(NC(=O)c2cccc(NC(=O)C(C)C)c2)s1 | 11.2µM* | -0.1 | 28.9% | 6.4% | ? | ? | 10.5% | ? | 2.1% | ? | 17.4%
24 | O=[N+]([O-])c1cc(CN2CCCC2)ccc1Sc1ccc(Cl)cc1 | -43.7% | 3.9 | -1.9% | 4.8% | -0.8% | -2.9% | -1.3% | 2.3% | 1.7% | -5.1% | 2.6%[10 µM]
25 | Cc1nc(N(C)Cc2ccccc2)c2nnn(Cc3ccccc3)c2n1 | -2.7% | 10.5 | 0.0% | 4.0% | 0.3% | 4.2% | 19.0% | ? | -0.7% | -1.6% | -2.6%
26 | C=CCn1c(SCCOC)nc2c1c(=O)[nH]c(=O)n2C | -2.0% | -4.3 | 4.2% | -1.0% | 3.6% | 1.7% | -9.3% | 7.0% | -3.8% | -0.4% | 0.2%
27 | Cc1ccccc1Nc1c(-c2ccccn2)nc2ccccn12 | -69.0% | 24.5 | 7.4% | ? | -4.5% | -2.4% | 31.3% | -8.7% | 3.1% | 0.4% | -3.4%
28 | NC(=O)c1cc2c(s1)-c1cc(Cl)ccc1SC2 | 19.0% | -1.6 | -2.3% | -0.4% | 3.4% | ? | 2.0% | -2.5% | -8.9% | 28.6% | 2.4%
29 | Cc1nnc(SCC(=O)c2ccc(Br)cc2)s1 | 14.3% | 8.7 | -0.8% | 3.8% | 9.8% | 16.9µM* | 0.6% | -1.3% | -1.1% | 17.0% | ?
30 | CCOc1ccc(-c2nnc3ccc(SCC(=O)NCc4ccco4)nn23)cc1 | -12.9% | / | 0.3% | -3.8% | -7.0% | 5.7% | 1.7% | ? | -16.5% | 0.3% | -2.1%
31 | CCCn1c(SCc2nc(-c3cccs3)no2)nnc1-c1ccncc1 | -33.0% | 1.0 | -7.9% | -5.1% | 0.2% | 3.6% | 12.4% | -2.3% | -0.2% | -1.6% | -9.9%[0.365 µM]
32 | Cc1ccc(Nc2nc(CSc3nnnn3C)cs2)cc1 | 3.16µM* | ? | ? | ? | 3.55µM* | 3.38µM* | 6.7% | ? | 0.4% | 2.82µM* | -9.3%
33 | COc1ccccc1/C=C(\C#N)C(=O)Nc1ccc(S(N)(=O)=O)cc1 | 17.9% | 8.8 | -2.1% | -2.4% | 0.4% | -0.5% | -22.7% | -1.0% | -3.0% | 6.9% | -20.7%
34 | Cc1[nH]nc2c1C1(C(=O)N(Cc3ccc(Cl)cc3)c3ccccc31)C(C#N)=C(N)O2 (centres undefined) | -46.8% | 2.7 | -11.6% | -19.5% | -1.5% | -0.3% | ? | -5.5% | -2.5% | -10.8% | ?
35 | Cc1ccc(N2C(=O)N(CC(=O)N(C)Cc3ccccc3)C(=O)C2C)cc1 (centres undefined) | -8.5% | -5.2 | -4.4% | 1.3% | 1.0% | 4.0% | -8.9% | -19.3% | 3.3% | -1.2% | -5.4%
